# Compound activity as filed in PubChem.
# GSK3beta inhib: human GSK3beta kinase inhibitors, primary screen, biochemical, cell-free homogeneous, HTS; GST-GSK3beta kinase, ADP-Glo luminescence, 60 min; active compounds read low; activity score (negative = inhibition), % at 10 µM; 300,000 tested, 0.038% active; AID 2097, 2009;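 active = more than half of replicate wells score below -50%, meaning over 50% inhibition versus plate controls; inconclusive = some replicates but at most half score below -50%; inactive = no replicate scores below -50%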;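 note: 0% = median DMSO wells and -100% = median GW8510 positive control wells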
# Target sequence (P49841 whole entry, looked up): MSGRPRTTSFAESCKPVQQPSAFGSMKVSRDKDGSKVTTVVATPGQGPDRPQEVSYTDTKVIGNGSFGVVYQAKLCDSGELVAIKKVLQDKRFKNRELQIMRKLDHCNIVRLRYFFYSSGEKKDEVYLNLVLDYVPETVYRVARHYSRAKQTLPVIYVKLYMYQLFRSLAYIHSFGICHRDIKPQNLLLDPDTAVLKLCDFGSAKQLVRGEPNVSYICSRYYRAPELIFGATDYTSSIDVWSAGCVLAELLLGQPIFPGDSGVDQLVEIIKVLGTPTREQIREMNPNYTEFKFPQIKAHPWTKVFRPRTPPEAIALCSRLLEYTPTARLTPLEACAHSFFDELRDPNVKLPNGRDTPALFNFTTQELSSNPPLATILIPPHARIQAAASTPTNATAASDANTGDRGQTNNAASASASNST
#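 Assay system: GST-tagged human GSK3beta kinase, cell-free; Input: 1.6 ng GSK3beta; Medium: Tris/MgCl2 kinase buffer; Timing: 60 min enzyme reaction, room temperature; Signal: ADP-Glo luminescence quantifying ADP generated by kinase; Evaluation: score relative to plate controls; Benchmarks: DMSO neutral wells and GW8510 at 20 µM as positive.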
# AI-2 QS modul: Vibrio harveyi AI-2 quorum sensing modulators, primary screen, JMH597 strain, luminescence/OD600 ratio. Vibrio harveyi JMH597 AI-2 luminescence/OD600 ratio, 9 h; active compounds read low; strain lacks LuxN and CqsS sensors; 0 = neutral-control median. 300,000 tested, 0.4% active. activity change, % at 7.5 µM; in the data active = activity change below about -75%, passing the limit was not always enough; inconclusive = no clear call, values can overlap the other calls;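 note: luminescence divided by OD600 gain over 9 h not by final OD600 alone; inactives centre near 13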
# KLF5 inhibitor: KLF5 expression inhibitors, primary screen, DLD-1 cells, luminescence | inhibition, % at 5 µM | DLD-1 KLF5 promoter-luciferase reporter | 290,000 tested, 0.23% active;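 active = inhibition above a per-plate limit of that plate's mean compound inhibition plus 3 SD, cut at about 60% in these data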;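 note: 0% = DMSO wells and 100% = LY294002 at 200 µM; higher means less KLF5 promoter-driven luciferase light; inactives centre near -14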
# aSyn 5UTR inh: MLPCN primary screen, SNCA 5' untranslated region. alpha-synuclein 5'UTR reporter, inhibitor activity. inhibition, % (tested at 7.5 µM). 300,000 tested, 0.82% active. AID 1813, 2009; in the data active = inhibition above about 60%; inconclusive = no clear call, values can overlap the other calls;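 note: H4 neuroglioblastoma cells stably carrying SNCA 5'UTR luciferase fusion; 0% = DMSO wells and 100% = positive control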
# HSF-1 act: HSF-1 activators, primary screen, NIH3T3-HGL cells, MG132 stress, luminescence, single point; NIH3T3-HGL HSF-1 luciferase reporter, 8 h; 100% = twice DMSO control signal; activation, % at 9 µM; 300,000 tested, 1.7% active;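 active = mean replicate activation of at least 50% with a set share of replicates each reaching 50%; inconclusive = only one of those two conditions met; inactive = mean below 50% and too few replicates reaching it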;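 note: 0% = median of the neutral control wells and 100% = twice that signal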
# HSF1 inh: HSF1 inhibitors in luciferase reporter cells, primary screen, cell-based, NIH3T3, luminescence. NIH3T3-HGL HSE-luciferase, MG132-induced, luminescence 8 h; active compounds read low. 300,000 tested, 0.77% active. activity change, negative = inhibition, % at 7.5 µM (by protocol). AID 2098, 2009;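 active = more than half of replicate wells show activity change below -50%, luminescence cut by over half; inconclusive = some wells, but at most half, below -50%; inactive = no replicate well below -50%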;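 note: luciferase reports HSF-1 transcriptional activity via heat shock element; 0% = median of DMSO wells and -100% = zero luminescence signal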
# HSP90 refold inh: HSP90 inhibitors, primary screen, cell lysate, luminescence; Rabbit reticulocyte lysate, luciferase refolding luminescence, 3 h; 290,000 tested, 0.91% active; inhibition, % at 5.6 µM; AID 1789, 2009; Heat shock protein HSP 90 (rabbit reticulocyte lysate; luciferase refolding);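 active = inhibition above the screen-wide mean plus 3 SD, computed separately per campaign, cut at about 16% in these data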;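 note: 0% = DMSO wells and 100% = 60 µM geldanamycin wells; inhibitors lower the luminescence because luciferase stays unfolded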
# IEC-6 tox: cytotoxicity in IEC-6 intestinal epithelial cells, primary screen, cytotoxicity control for KLF5 inhibitor project, cell-based, luminescence; IEC-6 cytotoxicity, luminescence viability; inhibition, % at 5 µM; 290,000 tested, 0.78% active; in the data active = inhibition above about 22%;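 note: 0% = plate median of test compound wells and 100% = cytotoxic reference compound wells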
# HIF act: HIF pathway transcriptional activators, primary screen, cell-based, U2OS HRE-luciferase, luminescence. U2OS HRE-luciferase reporter; normalized: DMSO 0%, desferrioxamine 100%. 300,000 tested, 0.32% active. activation, % at 7.5 µM (by protocol);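 active = mean activation of at least 10% of the iron chelator positive control signal, with at least half of replicates also reaching 10%; inconclusive = mean and replicate majority disagree about reaching 10%; inactive = mean and most replicates under 10%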
# GSK3A inh: blockers of GSK3A enzyme activity – biochemical, luminescence, cell-free homogeneous, HTS, primary screen; Glycogen synthase kinase-3 alpha (Homo sapiens), P49840; GSK-3 alpha kinase, ADP-Glo luminescence, 60 min; inhibition, % at 10 µM; 320,000 tested, 0.1% active; AID 2650, 2010;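 in the data active = inhibition above about 50%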;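 note: GST-tagged GSK-3 alpha with peptide substrate and 25 µM ATP; 0% = DMSO neutral wells and 100% = GW8510 positive control wells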
# Target sequence (P49840 whole entry, looked up): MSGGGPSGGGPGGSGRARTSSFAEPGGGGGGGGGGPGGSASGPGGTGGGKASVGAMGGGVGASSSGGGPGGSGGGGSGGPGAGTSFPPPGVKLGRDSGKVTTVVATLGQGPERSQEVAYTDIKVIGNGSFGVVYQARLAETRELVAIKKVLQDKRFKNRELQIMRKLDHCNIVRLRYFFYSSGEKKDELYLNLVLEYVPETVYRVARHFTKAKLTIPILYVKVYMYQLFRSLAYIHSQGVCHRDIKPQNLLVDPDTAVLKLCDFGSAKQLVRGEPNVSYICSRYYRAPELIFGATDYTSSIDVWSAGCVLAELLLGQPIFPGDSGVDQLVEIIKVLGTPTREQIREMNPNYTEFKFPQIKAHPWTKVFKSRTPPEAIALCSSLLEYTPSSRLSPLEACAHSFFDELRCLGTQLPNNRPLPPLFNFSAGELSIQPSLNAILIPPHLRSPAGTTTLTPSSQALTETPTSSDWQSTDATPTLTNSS
# The depositor's hits bear a star; ? = inconclusive; / = not tested or not shown; & = joins results of further samples.
SMILES,GSK3beta inhib,AI-2 QS modul,KLF5 inhibitor,aSyn 5UTR inh,HSF-1 act,HSF1 inh,HSP90 refold inh,IEC-6 tox,HIF act,GSK3A inh
CCOc1ccc(OCC)c(NC(=O)CCNS(=O)(=O)c2cc(Br)cnc2N)c1,0,7,-31,11,-3,1,2,-8,0.3,1
CC1Cc2ccccc2N1C(=O)CN1C(=O)CN(C)C(=O)c2ccccc21 (centres undefined),3,30,13,9,-10,-5,-1,6,-0.7,0
CN(C)C(=O)CSc1nc2ccccc2c(=O)[nH]1,3,35,24,2,-10,2,0,-2,-0.4,1
CCCOc1ccc(OCC(=O)c2[nH]c(C)c(C(C)=O)c2C)cc1,-1,19,-18,-28,-5,-3,2,6,-0.1,7
CCOC(=O)Cn1cnc2c(nnn2-c2ccc(C)cc2)c1=O,5,17,-11,-7,12,5,0,-1,0.0,0
COc1ccc(CSc2ccc(-c3nc4ccccn4c3NCc3ccccc3)cc2OC)cc1,1,26,/,-3,32,11,/,/,0.4,-1
Cc1cc(C)c2nc(-c3ccccn3)cc(C(=O)Nc3ccc(S(=O)(=O)Nc4cc(C)on4)cc3)c2c1,-1,12,-22,-50,2,8,0,0,-0.2,0
COc1cccc(C2C(C(N)=O)=C(C)Nc3nc(CCCO)nn32)c1 (centres undefined),-3,10,-19,0,-6,-2,2,-3,-17,3
CCC(Sc1nc2cc3c(cc2c(=O)n1Cc1ccco1)OCO3)C(=O)NCCOC (centres undefined),3,21,7,-1,?,3,-1,2,-0.5,3
N#CC1(NC(=O)COC(=O)c2cc(=O)[nH]c3ccccc23)CCCCC1,1,0,/,-14,-2,5,/,/,-0.3,1
CCOc1ccc(S(=O)(=O)N(CC)CC(=O)NCc2cccnc2)cc1,-2,6,-17,0,0,2,-4,0,-0.4,-1
COc1ccc(CCNC(=O)CCn2c(SCC#N)nc3ccccc3c2=O)cc1OC,-5,16,-11,15,-1,-1,3,-1,0.0,-1
COC(=O)CSc1nnnn1-c1ccccc1,-4,76,18,3,9,0,1,-1,-0.2,-1
Cc1ccc(NS(=O)(=O)c2cc(C(=O)NCc3cccnc3)ccc2C)cc1,6,9,-2,2,7,-3,-3,-2,-0.4,0
CCc1nnc(SCC(=O)NC2CC2)n1CC,0,5,-9,-4,-10,-6,-1,-6,-0.1,1
O=C(Nc1ccc(N2CCOCC2)c(S(=O)(=O)Nc2ccc(Cl)cc2)c1)c1cnccn1,0,30,5,-24,-4,4,-2,4,0.0,/
COc1cc(CNc2ccc(N3CCCCC3)cc2)ccc1OCC(=O)NC(C)(C)C,2,34,-30,-15,-10,-7,-2,-4,-2.0,-2
CC(=O)c1cccc(NC(=O)N2CCC(NC(=O)c3ccco3)CC2)c1,2,1,-18,-2,8,4,0,4,0.1,1
CCc1noc(C)c1C(=O)NC1CCCc2c1cnn2-c1ccc(C(C)(C)C)cc1 (centres undefined),-5,8,-42,-17,-2,-2,1,0,1.0,2
O=C(Nc1nc(-c2nc3ccccc3s2)cs1)c1ccc(S(=O)(=O)N2CCOCC2)cc1,-3,-8,-30,-75,18,16,-4,1,1.0,-1
NC(=NCCc1c[nH]c2ccccc12)NS(=O)(=O)c1cc(F)ccc1F,0,8,-22,8,2,-5,-1,3,0.3,3
CCOC(=O)C(NCCc1ccccc1F)(NC(C)=O)C(F)(F)F (centres undefined),1,4,-32,-16,12,1,-6,-10,-0.1,-1
CCCCCCn1c(SCCC)nc2c1c(=O)[nH]c(=O)n2C,-1,27,8,?,-7,9,-1,2,0.0,-3
C=CCNC(=O)Cn1c(=O)c2c(ncn2CCC(C)C)n(Cc2ccccc2)c1=O,1,12,-33,14,2,-3,0,1,0.9,0
COc1ccccc1CNC(=O)C1CCCCN1S(=O)(=O)c1ccccc1 (centres undefined),-3,16,-20,8,36,5,-2,-7,0.0,-3
SMILES,GSK3beta inhib,AI-2 QS modul,KLF5 inhibitor,aSyn 5UTR inh,HSF-1 act,HSF1 inh,HSP90 refold inh,IEC-6 tox,HIF act,GSK3A inh
Cc1cc(C)nc(N2N=C(c3ccccc3)CC2=O)n1,/,/,0,-3,-3,1,2,0,1.0,0
CCOc1ccc(-c2nnc3ccc(SC(C)C)nn23)cc1,-1,31,-2,39,7,4,-4,-3,-0.1,0
S=C(Nc1ccc(Cl)cc1)c1nc2ccccc2[nH]1,-2,-10,-182,-79,14,-1,-4,3,2.2,1
Cc1ccccc1N=Cc1c(O)n(-c2nccs2)c(=O)c2ccccc12,-2,16,-8,26,4,1,2,2,-0.3,-1
CCCCOc1ccc(C(=O)Nc2ccc(OCC(=O)N3CCOCC3)cc2)cc1,3,23,-54,-51,14,11,-1,-4,2.1,-1
C/C=C/Cn1c(SC)nc2c1c(=O)[nH]c(=O)n2C,1,11,-2,14,17,-3,-2,5,-0.8,-2
CCOC(=O)c1cccc(NC(=O)C(C)N2C(=O)c3ccccc3C2=O)c1 (centres undefined),0,-95*,-19,14,7,5,-3,-2,-0.1,1
CC(NC(=O)c1ccccc1F)c1nnc(SCC(=O)NC2CCCCC2)n1C (centres undefined),1,84,9,-16,-16,4,-3,6,-0.6,2
Cc1nc2sccn2c(=O)c1S(=O)(=O)NCCc1ccc(Cl)cc1,0,21,-17,-9,15,2,0,1,-0.1,-1
Cc1ccccc1C(OCCN(C(C)C)C(C)C)c1ccccc1 (centres undefined),3,7,-33,-23,-11,-3,6,-6,0.3,-5
COc1cccc(CC2(CO)CCCN(Cc3ccc(CO)o3)C2)c1 (centres undefined),3,20,2,6,-6,1,1,0,-0.3,-4
COc1cn(-c2ccccc2)nc1C(=O)Nc1ccc(C)cc1,-1,9,-80,-90,-2,1,-4,-2,4.0,2
CN1CCN(C(=O)C2=C[C@H](c3csc4ccccc34)C[C@H](OCCCCO)O2)CC1,2,23,-1,14,4,1,2,0,-1.1,-1
CC1(c2ccc(Cl)cc2)NC(=O)N(CN2CCOCC2)C1=O (centres undefined),2,32,-18,10,25,4,3,5,0.2,-1
O=c1cc(-c2ccccc2)c2ccccc2[nH]1,4,6,-8,32,0,-5,0,10,0.3,-1
COc1ccc(Cl)cc1NC(=O)COC(C)=O,0,14,3,17,26,4,-1,-3,-0.2,0
Clc1ccc(Nc2nc(C3CC3)cs2)cc1,1,-3,-121,-190,0,-4,-6,0,0.3,-1
Cc1nc([N+](=O)[O-])c(Br)n1Cc1ccc(Cl)c(Cl)c1,-2,8,9,-44,26,28,0,14,?,/
CCCc1cc(=O)c2c(O)ccc(OC)c2o1,0,19,-30,2,-12,-5,3,-4,0.3,0
CCN(CC)C(=O)c1ccc(-c2nnc(Nc3cccc(O)c3)c3ccccc23)cc1,0,22,-6,23,-5,-3,0,3,-9.5,2
Cc1nn(C)c(C)c1CNC(=O)Nc1ccc2c(c1)OCO2,2,33,-9,-72,22,8,-2,-5,2.6,-1
CC1CCN(CCNC(=O)C2CCN(S(=O)(=O)c3cccc4nsnc34)CC2)CC1,3,4,-25,-12,15,-9,0,-2,0.0,0
COCCNC(=O)c1c[nH]c2ccc(S(=O)(=O)N3CCOCC3)cc2c1=O,-1,13,-16,4,-14,-1,0,1,-0.6,-1
CC1CCN(C(=O)C2CCCN(S(=O)(=O)c3cccc4nsnc34)C2)CC1 (centres undefined),2,10,-26,21,13,-2,-1,4,-0.6,8
O=C(NCCOc1nc(N2CCCCC2)nc(N2CCCCC2)n1)Nc1ccccc1,7,13,-26,-13,12,12,5,-4,-0.1,-1

# Single values from above.
# Under IEC-6 tox, CCOc1ccc(-c2nnc3ccc(SC(C)C)nn23)cc1 reads -3
# Under aSyn 5UTR inh, Cc1ccccc1C(OCCN(C(C)C)C(C)C)c1ccccc1 (centres undefined) reads -23

# (listing goes on)
SMILES,GSK3beta inhib,AI-2 QS modul,KLF5 inhibitor,aSyn 5UTR inh,HSF-1 act,HSF1 inh,HSP90 refold inh,IEC-6 tox,HIF act,GSK3A inh
O=C(O)CNC(=O)c1ccc2c(c1)OCCO2,-2,26,-41,-15,-5,4,1,-2,-0.4,-7
COc1ccc(S(=O)(=O)N2CCC(C(=O)NCc3cccc(OC)c3)CC2)cc1,2,19,-16,3,8,5,-1,5,-37,1
COc1ccc(C2CC2/C(C)=N/OC(=O)c2ccc(F)cc2)cc1 (centres undefined),-6,-22,-18,12,-14,-9,-5,-8,0.2,0
NNC(=S)Nc1ccc(S(=O)(=O)N2CCOCC2)cc1,1,9,19,16,23,7,1,1,-1.3,-2
CCc1nc(SCC(=O)NCc2ccco2)c2c3c(sc2n1)CCCC3,-1,33,-10,2,5,8,-3,-1,-0.3,-3
COc1ccc(NC(=O)c2cccc(N3C(=O)C4C5CCC(C5)C4C3=O)c2)cc1 (centres undefined),-4,22,-8,10,-14,-2,-3,4,-0.1,0
Cc1ccc(-n2nnnc2-c2cccnc2)cc1,-2,2,-36,-5,-1,-3,-2,-1,0.2,-2
CC(=O)NCC(=O)NC1CC(C)(C)Cc2c1cnn2-c1ccccc1 (centres undefined),1,6,-62,-9,-4,-6,2,-2,-23,3
CSCSC1=C(C#N)C(c2ccccc2Cl)C(C(C)=O)=C(C)N1 (centres undefined),1,24,-19,-2,1,0,0,1,-0.3,1
CCn1c(SCC(=O)Nc2cc3oc4ccccc4c3cc2OC)nnc1-c1cccs1,-5,6,9,-31,22,19,8,0,/,-3
Cc1ccnc(Nc2nc(-c3sc(C)nc3C)cs2)c1,-6,11,/,-161,30,2,/,/,5.3,8
O=C(Nc1cccnc1)C1(c2ccccc2)CCCC1,-6,0,5,11,-15,1,2,6,1.7,1
COc1ccc(OCCCC(=O)Nc2cc([N+](=O)[O-])ccc2C)cc1,0,-1,-42,9,-8,6,0,-1,-0.4,-1
COc1ccc(C(=O)NCCN2CCOCC2)cc1OC,-3,16,-51,6,-8,-1,-2,-4,-0.1,0
COc1ccc(C(C)=O)cc1COC(=O)CNC(=O)c1cc(C)cc(C)c1,-2,16,-12,-14,17,2,3,4,-0.2,8
COc1ccccc1OCC(=O)Nc1nnc(C2CCCC2)s1,0,26,-35,-26,3,5,0,-1,-0.4,-1
COc1ccccc1Nc1nc(C)cs1,2&3,33&3,-8&9,-106&-83,-2&12,1&5,-1&0,3&2,-0.1&0.4,-1&-3
CC(CCc1ccco1)NC(=O)Cn1ncc2c1-c1ccccc1OC2 (centres undefined),0,4,-9,12,9,7,1,-1,0.0,-1
